PLCb3 inh – inhibitors of human phospholipase C beta3 | 370,000 tested, 0.18% active | Purified PLC-beta3, fluorogenic substrate, fluorescence | Q01970 | inhibition, % at 12.2 µM; in the data active means inhibition above about 11%;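 further: 0% = median of compound wells on plate and 100% = full blocker control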
ADAM17 inh – ADAM17 inhibition, QFRET primary screen; P78536; recombinant ADAM17, EDANS/DABCYL FRET peptide cleavage; inhibition, % at 6.95 µM; 370,000 tested, 0.83% active; AID 720648;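 active means inhibition above the mean of compounds lying between control limits plus 3 SD, set per campaign, cut at about 8.5% in these data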;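 further: 0% = DMSO-only wells as the low control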
ADAM10 inh – ADAM10 inhibition, QFRET primary screen | O14672 | recombinant ADAM10, EDANS/DABCYL FRET peptide cleavage, 3 h | inhibition, % at 7 µM | 370,000 tested, 0.62% active | AID 720582;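 active means inhibition above a per-campaign cutoff equal to the mean of compounds falling between control-based bounds plus 3 SD, cut at about 20% in these data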;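 further: 0% = DMSO wells while the 100% control is not disclosed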
PLC-gamma1 inh – blocks human PLC-gamma1 enzyme activity. P19174. purified PLC-gamma1, fluorogenic substrate, fluorescence. inhibition, % at 12.2 µM. 370,000 tested, 0.84% active; in the data active means inhibition above about 9.5%
DAX1 inh-1 – inhibitors of DAX1 repression of SF-1 activated StAR promoter; HEK293T StAR-luciferase reporter, SF-1/DAX-1 repression relief; inhibition, % at 6.8 µM; 370,000 tested, 1.1% active; AID 652010;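 active means inhibition above the mean over all tested compounds plus 3 SD, cut at about 3.6% in these data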;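 further: 0% = DAX-1 cells with DMSO and 100% = cells lacking DAX-1 with DMSO; higher inhibition means more luminescence from relief of DAX-1 repression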
hcDAF12 agonist – H. contortus DAF-12 activation, primary screen; HEK293 hcDAF-12 lit1-tk-luc reporter, luminescence; 0% DMSO, 100% Δ7-dafachronic acid; activation, % at 6.8 µM; 370,000 tested, 1.4% active; AID 652067;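 active means activation above the mean of all tested compounds plus 3 SD, cut at about 5.5% in these data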;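 further: 100% = response to 3 µM Δ7-dafachronic acid high control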
FXN GAA850 act – activators of GAA850 frataxin (FXN) promoter | 360,000 tested, 0.56% active | HEK293 lucGAA850 FXN promoter luciferase reporter, 24 h; percent of 10 µM SAHA response | activation, % at 6 µM;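 active means activation above the average of all compounds screened plus 3 SD, cutoff fixed separately per campaign, cut at about 7.5% in these data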;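 further: 0% = DMSO wells and 100% = 10 µM SAHA wells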
hgDAF12 agonist – hgDAF-12 agonism, primary luciferase screen; 370,000 tested, 1.8% active; activation, % at 6.8 µM; HEK293 GAL4-hgDAF12 UAS-luciferase reporter, agonist luminescence; normalized to butyrate control;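 active means activation above a cutoff set at the mean of all screened compounds plus 3 SD, cut at about 10% in these data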;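 further: 0% = DMSO wells and 100% = sodium butyrate wells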
ssDAF-12 act – S. stercoralis DAF-12 activation, primary screen. AID 652126. 370,000 tested, 1% active. HEK293 ssDAF-12/GRIP1 lit1-tk-luc reporter, luminescence; % of 3 µM dafachronic acid response. activation, % at 6.8 µM;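 active means activation above the mean over all tested compounds plus 3 SD, cut at about 0.9% in these data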;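 further: 0% = DMSO-only wells and 100% = 3 µM delta7-dafachronic acid wells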
sPLA2-III inh – Blocks human group III sPLA2 activity. 370,000 tested, 0.56% active. AID 743126. inhibition, % at 12.2 µM. QFRET BODIPY PC-A2 liposome hydrolysis, fluorescence. Q9NZ20;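 active means inhibition above mean plus 3 SD of compounds lying within the high and low control bounds, cut at about 19% in these data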;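 further: 0% = median of test compound wells and 100% = no enzyme DMSO wells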
DAX1 inh-2 – NR0B1 (DAX1) inhibition; HEK293 Gal4-DAX1 luciferase reporter, luminescence; inhibition, % at 6.75 µM; P51843; AID 504766; 340,000 tested, 0.99% active;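 active means inhibition above the mean over all tested compounds plus 3 SD, cut at about 4.2% in these data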;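 further: 0% = DAX1-transfected cells with DMSO and 100% = empty-vector control cells with DMSO; inhibition shows as a rise in luminescence from relieved DAX1 repression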
Numbers without * were called inactive.

Screening O=C(CNC(=O)c1ccccc1)N/N=C/c1ccccc1Cl returned PLCb3 inh -13.1, ADAM17 inh -2.3, ADAM10 inh -5.3, PLC-gamma1 inh -9.0, DAX1 inh-1 -0.4, hcDAF12 agonist 1.0, FXN GAA850 act -0.5, hgDAF12 agonist 7.9, ssDAF-12 act -1.1, sPLA2-III inh -4.7 and DAX1 inh-2 -0.1.
Screening O=C(O)CSc1cccc2cccc(C(=O)O)c12 returned PLCb3 inh 0.0, ADAM17 inh -2.8, ADAM10 inh -10.8, PLC-gamma1 inh -0.4, DAX1 inh-1 -0.2, hcDAF12 agonist -1.4, FXN GAA850 act -0.1, hgDAF12 agonist 4.5, ssDAF-12 act -1.2, sPLA2-III inh 3.7 and DAX1 inh-2 1.3.
For O=C(O)c1ccc(NC2(C(=O)O)CCCC2)cc1 the results were PLCb3 inh 3.9, ADAM17 inh -4.6, ADAM10 inh -5.3, PLC-gamma1 inh -2.0, DAX1 inh-1 2.4, hcDAF12 agonist 0.1, FXN GAA850 act -1.1, hgDAF12 agonist -0.5, ssDAF-12 act -0.5, sPLA2-III inh -1.0 and DAX1 inh-2 -0.7.
Screening Cn1c(=O)c2[nH]c(C3CC=CCC3)nc2n(C)c1=O (centres undefined) returned PLCb3 inh -0.3, ADAM17 inh 0.6, ADAM10 inh -7.4, PLC-gamma1 inh 3.3, DAX1 inh-1 -0.4, hcDAF12 agonist 0.0, FXN GAA850 act 0.0, hgDAF12 agonist -1.0, ssDAF-12 act -0.6, sPLA2-III inh 4.1 and DAX1 inh-2 1.5.
CCCCCCn1cc(CN2CC(N3CCN(Cc4ccccc4F)CC3)CS2(=O)=O)nn1 (centres undefined) was read as PLCb3 inh 1.7, ADAM17 inh -1.9, ADAM10 inh -4.5, PLC-gamma1 inh 1.8, DAX1 inh-1 -1.6, hcDAF12 agonist -1.5, hgDAF12 agonist 2.0, ssDAF-12 act -1.9 and sPLA2-III inh -6.4.
For CC1(C)Cc2c(C#N)c(N3CCN(C(=O)c4ccccc4)CC3)nc(-c3ccco3)c2CS1 the results were PLCb3 inh -44.0, ADAM17 inh -11.0, ADAM10 inh -24.3, PLC-gamma1 inh -39.9, DAX1 inh-1 -0.2, hcDAF12 agonist 3.2, FXN GAA850 act 1.0, hgDAF12 agonist -1.6, ssDAF-12 act -0.9, sPLA2-III inh -2.5 and DAX1 inh-2 0.1.
Screening COc1cc(=O)[nH]c(SC(C)C(=O)Nc2cccc3ccccc23)n1 (centres undefined) returned PLCb3 inh -19.0, ADAM17 inh -9.1, ADAM10 inh -6.6, PLC-gamma1 inh -4.9, DAX1 inh-1 0.0, hcDAF12 agonist -0.8, FXN GAA850 act 0.7, hgDAF12 agonist 0.3, ssDAF-12 act 0.0, sPLA2-III inh -14.4 and DAX1 inh-2 -0.5.
For O=C(NCCc1ccccc1)c1cc2sccc2n1Cc1ccccc1 the results were PLCb3 inh 4.3, ADAM17 inh 7.9, ADAM10 inh 16.2, PLC-gamma1 inh 10.1*, DAX1 inh-1 -0.1, hcDAF12 agonist -1.1, FXN GAA850 act -1.1, hgDAF12 agonist 1.5, ssDAF-12 act -0.6, sPLA2-III inh -3.6 and DAX1 inh-2 0.1.
`O=S(=O)(Nc1ccccc1)c1ccc(-c2cnc(C3CC3)o2)cc1` gave PLCb3 inh -14.5, ADAM17 inh -0.8, ADAM10 inh 11.8, PLC-gamma1 inh -0.7, DAX1 inh-1 -1.7, hcDAF12 agonist -1.1, FXN GAA850 act -5.7, hgDAF12 agonist -2.5, ssDAF-12 act -1.5, sPLA2-III inh -29.6 and DAX1 inh-2 -1.4.
Screening Cc1noc(C)c1S(=O)(=O)N(C)C[C@@H]1OCc2cnnn2CCCC(=O)N([C@@H](C)CO)C[C@H]1C returned PLCb3 inh 0.4, ADAM17 inh -4.1, ADAM10 inh -4.9, PLC-gamma1 inh -1.9, DAX1 inh-1 -0.1, hcDAF12 agonist -1.3, FXN GAA850 act -1.2, hgDAF12 agonist -1.2, ssDAF-12 act -1.2, sPLA2-III inh -2.4 and DAX1 inh-2 2.4.

Grouped by structure, the entries above with a halogen (two)
Screening O=C(CNC(=O)c1ccccc1)N/N=C/c1ccccc1Cl returned PLCb3 inh -13.1, ADAM17 inh -2.3, ADAM10 inh -5.3, PLC-gamma1 inh -9.0, DAX1 inh-1 -0.4, hcDAF12 agonist 1.0, FXN GAA850 act -0.5, hgDAF12 agonist 7.9, ssDAF-12 act -1.1, sPLA2-III inh -4.7 and DAX1 inh-2 -0.1.
CCCCCCn1cc(CN2CC(N3CCN(Cc4ccccc4F)CC3)CS2(=O)=O)nn1 (centres undefined) was read as PLCb3 inh 1.7, ADAM17 inh -1.9, ADAM10 inh -4.5, PLC-gamma1 inh 1.8, DAX1 inh-1 -1.6, hcDAF12 agonist -1.5, hgDAF12 agonist 2.0, ssDAF-12 act -1.9 and sPLA2-III inh -6.4.

Next compounds follow:
CC1=CCC(C(=O)O)(C(=O)N/N=C/c2cccs2)C(c2ccc(Cl)cc2)C1 (centres undefined) was read as PLCb3 inh -5.3, ADAM17 inh 5.8, ADAM10 inh 2.2, PLC-gamma1 inh -4.3, DAX1 inh-1 0.0, hcDAF12 agonist 1.2, FXN GAA850 act 0.3, hgDAF12 agonist 0.4, ssDAF-12 act -0.2, sPLA2-III inh 10.4 and DAX1 inh-2 0.3.
For O=C(CSc1nc2ccccc2o1)NN=C/C=C\c1ccccc1[N+](=O)[O-] the results were PLCb3 inh -2.9, ADAM17 inh 3.8, ADAM10 inh 3.6, PLC-gamma1 inh -1.8, DAX1 inh-1 0.9, hcDAF12 agonist 4.9, hgDAF12 agonist 7.9, ssDAF-12 act -0.1 and sPLA2-III inh -7.4.
For Cc1ccc(C(=O)NCC(=O)OCc2nnc(-c3ccc([N+](=O)[O-])cc3)o2)cc1 the results were PLCb3 inh -3.0, ADAM17 inh 0.0, ADAM10 inh -7.4, PLC-gamma1 inh -0.5, DAX1 inh-1 0.2, hcDAF12 agonist -1.1, FXN GAA850 act 0.8, hgDAF12 agonist 0.0, ssDAF-12 act -0.8, sPLA2-III inh -1.1 and DAX1 inh-2 1.0.
`Cc1cc(-c2ccccc2)[nH]c(=O)c1C#N` gave PLCb3 inh -24.4, ADAM17 inh -30.0, ADAM10 inh -86.5, PLC-gamma1 inh -24.0, DAX1 inh-1 -0.5, hcDAF12 agonist -1.0, FXN GAA850 act 0.3, hgDAF12 agonist 0.5, ssDAF-12 act -0.6, sPLA2-III inh 4.3 and DAX1 inh-2 -0.4.
For O=C(CCn1nnc2ccccc21)Nc1nnc(Cc2ccc(F)cc2)s1 the results were PLCb3 inh 0.9, ADAM17 inh -7.3, ADAM10 inh 1.3, PLC-gamma1 inh 3.0, DAX1 inh-1 -0.1, hcDAF12 agonist 1.1, FXN GAA850 act 1.8, hgDAF12 agonist 1.8, ssDAF-12 act -1.6, sPLA2-III inh -0.6 and DAX1 inh-2 0.1.
Screening CC1CC(C)CN(CCCNC(=O)CCNC(=O)Cn2ccc3ccccc3c2=O)C1 (centres undefined) returned PLCb3 inh 1.4, ADAM17 inh -1.8, ADAM10 inh -19.0, PLC-gamma1 inh 4.1, DAX1 inh-1 -0.1, hcDAF12 agonist -1.2, FXN GAA850 act -0.9, hgDAF12 agonist -1.6, ssDAF-12 act -0.6, sPLA2-III inh 4.2 and DAX1 inh-2 1.6.
CN(C(=O)[C@@H](Cc1ccccc1)NC(=O)[C@H]1O[C@@H](n2ccc(=O)[nH]c2=O)[C@H](O)[C@@H]1O)C1CCCCC1 was read as PLCb3 inh 0.4, ADAM17 inh -4.1, ADAM10 inh -16.6, PLC-gamma1 inh -0.7, DAX1 inh-1 0.4, hcDAF12 agonist -0.4, hgDAF12 agonist 4.7, ssDAF-12 act -0.2 and sPLA2-III inh 2.0.
Screening COCCCNC(=O)c1ccc2c(=O)n(C3CCCC3)c(=S)[nH]c2c1 returned PLCb3 inh 0.0, ADAM17 inh 0.1, ADAM10 inh -2.0, PLC-gamma1 inh 5.7, DAX1 inh-1 -0.9, hcDAF12 agonist -0.8, FXN GAA850 act -3.0, hgDAF12 agonist -1.3, ssDAF-12 act -1.5, sPLA2-III inh 6.2 and DAX1 inh-2 0.3.
COC(=O)CNC(=O)CSc1ccccn1 was read as PLCb3 inh -2.7, ADAM17 inh -3.4, ADAM10 inh -9.5, PLC-gamma1 inh 0.2, DAX1 inh-1 -0.1, hcDAF12 agonist 0.0, FXN GAA850 act 2.2, hgDAF12 agonist -2.2, ssDAF-12 act -1.2, sPLA2-III inh 12.5 and DAX1 inh-2 2.1.
For O=C(CN1C2CCCC1CC(NC(=O)c1ccccc1)C2)NC1CC1 (centres undefined) the results were PLCb3 inh -1.0, ADAM17 inh -2.6, ADAM10 inh -0.9, PLC-gamma1 inh -3.1, DAX1 inh-1 -0.4, hcDAF12 agonist -1.5, FXN GAA850 act -0.1, hgDAF12 agonist -2.6, ssDAF-12 act -1.5, sPLA2-III inh 1.6 and DAX1 inh-2 2.9.
`CCOc1ccc2c(c1)OC(c1ccc(OC)cc1)(C(F)(F)F)NC2=O` (centres undefined) gave PLCb3 inh -2.8, ADAM17 inh 2.6, ADAM10 inh 6.8, PLC-gamma1 inh -1.5, DAX1 inh-1 -1.4, hcDAF12 agonist 3.3, FXN GAA850 act -0.3, hgDAF12 agonist 3.9, ssDAF-12 act -1.3, sPLA2-III inh -27.2 and DAX1 inh-2 -0.9.
For Cc1noc(C)c1COc1cccc(C(=O)OCC(=O)N2CC(=O)Nc3ccccc32)c1 the results were PLCb3 inh 0.8, ADAM17 inh 1.8, ADAM10 inh 9.0, PLC-gamma1 inh -0.6, DAX1 inh-1 -2.3, hcDAF12 agonist -0.1, FXN GAA850 act -2.8, hgDAF12 agonist 0.2, ssDAF-12 act -1.5, sPLA2-III inh -9.9 and DAX1 inh-2 -1.6.
Screening C[C@H](NC(=O)[C@H](Cc1ccccc1)NC(=O)c1cc2cc(Cl)ccc2n1C)C(=O)O returned PLCb3 inh -14.8, ADAM17 inh -7.8, ADAM10 inh -10.7, PLC-gamma1 inh -10.9, DAX1 inh-1 -0.4, hcDAF12 agonist 6.8*, FXN GAA850 act -0.3, hgDAF12 agonist 0.9, ssDAF-12 act 0.3, sPLA2-III inh -6.1 and DAX1 inh-2 -0.4.
CSCCC(NC(=O)c1ccccc1Br)C(=O)NCc1ccc(F)cc1 (centres undefined) was read as PLCb3 inh -4.8, ADAM17 inh -2.7, ADAM10 inh -2.8, PLC-gamma1 inh -1.3, DAX1 inh-1 -0.1, hcDAF12 agonist -2.2, FXN GAA850 act -0.7, hgDAF12 agonist 1.9, ssDAF-12 act -0.7, sPLA2-III inh 4.5 and DAX1 inh-2 0.6.
Screening Cc1cccc(CSC(=N)N)c1 returned PLCb3 inh 2.4, ADAM17 inh -3.2, ADAM10 inh -8.8, PLC-gamma1 inh -3.7, DAX1 inh-1 -0.2, hcDAF12 agonist -0.4, FXN GAA850 act 2.5, hgDAF12 agonist -1.9, ssDAF-12 act -1.4, sPLA2-III inh 15.9 and DAX1 inh-2 -0.4.

Source: PubChem (The Scripps Research Institute Molecular Screening Center)
